From PubChem
Pol beta inh – qHTS Assay for Inhibitors of DNA Polymerase Beta; Potency, µM (highest dose often 114 µM), inactives show at the highest dose activity change, negative = inhibition, most hits filed as inhibitors; Pol beta primer extension/strand displacement, fluorescence kinetic; P06746; hit rate 1.3% among 340,000; also: potency is read from the fitted curve at half-maximal effect; % is scaled to controls: 0 for no effect and ±100 for the full control effect
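Curves were derived by four-parameter Hill fits of normalized qHTS data. The kinetic fluorescent primer-extension read was taken at 0 and 10 min after 50 nM substrate, following a 15 min room-temperature preincubation of 10 nM enzyme with compounds.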
Pol eta inh – qHTS for Inhibitors of Polymerase Eta; DNA polymerase eta (Homo sapiens), Q9Y253; AID 588591, 2011; hit rate 1.2% among 390,000; Potency, µM (titrated, usually from 114 µM), inactives show top-dose activity change, negative = inhibition, hits mostly inhibitors; recombinant Pol eta, fluorescent DNA replication assay; also: potency is read from the fitted curve at half-maximal effect; % is scaled to controls: 0 for no effect and ±100 for the full control effect
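Pol eta at 10 nM preincubated with compounds 15 min at room temperature; reaction started with fluorescent substrate (50 nM final) and read kinetically at 0 and 10 min.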
APE1 inh – qHTS Assay for Inhibitors of the Human Apurinic/apyrimidinic Endonuclease 1 (APE1); hit rate 0.35% among 350,000; recombinant APE1, TAMRA/BHQ-2 abasic DNA cleavage fluorescence; Potency, µM (highest dose often 65.8 µM), without a hit: at the highest dose activity change, negative = inhibition, actives largely listed as inhibitors; DNA repair nuclease/redox regulator APEX1 (Homo sapiens), P27695;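 also: potency is read from the fitted curve at half-maximal effect; plate controls were vehicle for no effect and reference inhibitor for full effect; nearly all actives have a fitted effect of over 55% in size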
Target sequence (P27695 whole entry, looked up): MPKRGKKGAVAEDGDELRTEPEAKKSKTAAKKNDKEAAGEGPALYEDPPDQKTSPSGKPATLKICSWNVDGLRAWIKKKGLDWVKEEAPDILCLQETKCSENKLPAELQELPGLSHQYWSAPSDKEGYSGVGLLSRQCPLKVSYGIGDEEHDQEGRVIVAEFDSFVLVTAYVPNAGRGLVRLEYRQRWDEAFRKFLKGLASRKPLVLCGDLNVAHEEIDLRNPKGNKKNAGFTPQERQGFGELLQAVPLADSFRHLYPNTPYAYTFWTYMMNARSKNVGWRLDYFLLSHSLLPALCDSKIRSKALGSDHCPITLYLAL
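0.75 nM APE1 + cpd, 15 min RT; start w/ 50 nM TAMRA/BHQ-2 THF-abasic dsDNA; kinetic fluor 525/598 nm ×3 reads @60 s; Δ(read3−read1); normalized to DMSO and NSC13755 control wells.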
GRP78 ERSR act – qHTS for Inducers of the Endoplasmic Reticulum Stress Response (ERSR) in Human Glioma: qHTS | U87-MG GRP78 promoter luciferase reporter, 16 h | Potency, µM, for the others: at the highest dose activation, actives largely listed as activators | hit rate 0.02% among 420,000; also: potency is read from the fitted curve at half-maximal effect; series mostly up to about 76 µM; % of control where 0% means no effect; nearly all actives have a fitted effect of over 35% in size
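ERSR induction read as luciferase luminescence (Bright-Glo, 10 min at room temperature) in stably transfected human U87-MG glioma cells exposed to compounds for 16 h, using GRP78 as sensor.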
Pol iota inh – qHTS for Inhibitors of Polymerase Iota | Pol iota fluorescent replication assay, 10 min | hit rate 1% among 390,000 | AID 588590, 2011 | DNA polymerase iota (Homo sapiens), Q9UNA4 | Potency, µM (top dose mostly 115 µM), inactives show at the highest dose activity, negative = inhibition, usual class: inhibitors; also: potency is read from the fitted curve at half-maximal effect
Target sequence (Q9UNA4 whole entry, looked up): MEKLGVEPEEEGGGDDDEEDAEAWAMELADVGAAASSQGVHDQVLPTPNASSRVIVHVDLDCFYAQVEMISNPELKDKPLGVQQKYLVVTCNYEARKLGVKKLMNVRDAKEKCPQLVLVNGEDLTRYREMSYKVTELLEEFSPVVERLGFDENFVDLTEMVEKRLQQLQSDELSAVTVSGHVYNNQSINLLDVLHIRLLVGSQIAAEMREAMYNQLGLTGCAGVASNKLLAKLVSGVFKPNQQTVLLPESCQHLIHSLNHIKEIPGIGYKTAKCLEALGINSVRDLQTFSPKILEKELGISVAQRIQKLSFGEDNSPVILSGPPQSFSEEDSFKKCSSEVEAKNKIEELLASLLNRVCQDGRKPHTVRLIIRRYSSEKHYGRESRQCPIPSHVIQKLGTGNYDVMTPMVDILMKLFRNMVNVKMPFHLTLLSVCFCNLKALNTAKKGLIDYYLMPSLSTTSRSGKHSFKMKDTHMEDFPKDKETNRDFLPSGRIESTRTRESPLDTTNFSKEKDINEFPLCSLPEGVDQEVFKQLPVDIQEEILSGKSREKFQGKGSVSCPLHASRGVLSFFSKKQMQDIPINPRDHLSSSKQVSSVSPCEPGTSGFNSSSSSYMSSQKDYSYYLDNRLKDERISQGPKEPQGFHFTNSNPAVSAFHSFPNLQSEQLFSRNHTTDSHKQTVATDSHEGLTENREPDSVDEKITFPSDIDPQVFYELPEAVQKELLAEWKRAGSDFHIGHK
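Fluorescent replication assay read twice, at 0 min and 10 min after adding 50 nM (final) substrate. Enzyme (10 nM) and compounds were first incubated 15 min at room temperature; enzyme-free buffer wells were negative controls.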
LDHA inh – qHTS assay for inhibitors of human lactate dehydrogenase; purified LDHA, NADH/diaphorase-resazurin fluorescence; hits give low values; activity change, % (values are at about 110 or 230 µM); hit rate 0.15% among 480,000; in the data active = activity change below about -30%; inconclusive = mostly about -25% to -30%;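 also: plate controls were DMSO wells for no effect and wells without enzyme for full effect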
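LDH5 2 nM; NADH 0.06 mM, pyruvate 0.2 mM; 200 mM Tris pH 7.4, EDTA, Tween-20; 5 min RT. Detection: diaphorase 0.133 mg/mL + resazurin 37 µM, fluorescence ex540/em590 at 0 and 20 min; normalized to enzyme-free and DMSO wells.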
BLM inh – qHTS Assay for Inhibitors of Bloom's syndrome helicase (BLM); recombinant BLM DNA unwinding, fluorescence dequenching; Potency, µM (series often up to 56.1 µM), for the others: at the highest dose activity change, negative = inhibition, hits mostly inhibitors; hit rate 0.2% among 350,000; AID 2528, 2010;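 also: potency is read from the fitted curve at half-maximal effect; plate controls were vehicle for no effect and no enzyme for full effect; nearly all actives have a fitted effect of over 35% in size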
Anesthetic bind – qHTS Assay for Identification of Novel General Anesthetics. hit rate 0.074% among 350,000. apoferritin/1-aminoanthracene competitive binding, fluorescence. Potency, µM (top dose mostly 77.5 µM), for inactives: at the top dose activity change, negative = displacement, most hits filed as inhibitors. Ferritin light chain (Equus caballus), P02791; also: potency is read from the fitted curve at half-maximal effect; % is scaled to controls: 0 for no effect and ±100 for the full control effect; nearly all actives have a fitted effect of over 20% in size
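Concentration-response curves derived by four-parameter Hill fitting of normalized fluorescence, where compounds displaced 1-AMA from 10 uM horse apoferritin following a brief 10 min room-temperature incubation; propofol titration acted as positive control.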
POLK inh – qHTS for Inhibitors of Polymerase Kappa. DNA polymerase kappa (Homo sapiens), Q9UBT6. AID 588579, 2011. purified Pol kappa, fluorescent DNA synthesis assay, 10 min. hit rate 0.53% among 400,000. Potency, µM (highest dose often 107 µM), without a hit: top-dose activity, negative = inhibition, hits mostly inhibitors; also: potency is read from the fitted curve at half-maximal effect; % is scaled to controls: 0 for no effect and ±100 for the full control effect
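Kinetic fluorescence readout at 0 and 10 min followed reaction start with substrate at 50 nM final. Beforehand, enzyme (10 nM Pol kappa) stood 15 min with compound at room temperature; buffer-only wells were negative controls.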
Numbers without * were called inactive; ? = inconclusive; / = not tested or not shown; & = joins results of further samples; [ ] = dose if it differs, or a comment. Unless noted, calls follow the shape of the dose curve; as a rule, active = well fitted curve in the direction sought with a large enough effect; inconclusive = small, poorly fitted or top-dose-only effect, or another doubt; inactive = no such curve, though single readings can be large; an effect the other way counts as inactive or inconclusive. An excerpt (hit frequency here may not be typical).

SMILES	Pol beta inh	Pol eta inh	APE1 inh	GRP78 ERSR act	Pol iota inh	LDHA inh	BLM inh	Anesthetic bind	POLK inh
CCOc1ccc(-c2cccc(NS(=O)(=O)c3ccccc3[N+](=O)[O-])c2)nn1	/	-12%	-8%	3%	26%	-2	/	/	-14%
Cc1cc(C)n2nc(C(=O)OCC(=O)Nc3ccc(C)c(F)c3)nc2n1	/	4%	3%	1%	?	-10	/	/	-9%
COc1ccc(NC(=O)CCC(=O)OCC(=O)c2ccc(Oc3ccc([N+](=O)[O-])cc3)cc2)cc1	3%	-17%	1%	-3%	58%[activator]	-11	1%	-7%	-1%
COc1ccc(CCNC(=O)Cn2cc(S(=O)(=O)Cc3ccc(F)cc3)c3ccccc32)cc1OC	-19%	-16%	/	-1%	6%	4	-1%	-7%	-5%
CC/C(=N\NC(=O)Nc1nonc1N)c1ccc(OC)c(OC)c1	14%	-1%	-2%	2%	19%	-18	0%	4%	1%
O=C(Nc1ccc(Br)cc1)c1cccn1-c1ncc(C(F)(F)F)cc1Cl	21%	-18%	-4%	-1%	-19%	5	-18%	?	-22%
COc1ccc(OC)c(CNC(=O)CCSCc2ccc(F)cc2Cl)c1	26%	-13%	-7%	-3%	?	-1	-6%	3%	-7%
CC(C)N(Cc1nccn1C)C(=O)CC1C(=O)NCCN1Cc1ccc(F)c(F)c1 (stereo not given)	19%	-3%	20%	-2%	18%	-11	0%	-6%	-3%
CN/N=C(\Cc1nc2ccccc2[nH]1)c1ccc([N+](=O)[O-])cc1	36%	-11%	17%	3%	19%	4	-8%	-20%	8%
COC(=O)c1cccc(NC(=O)CSc2nnc(C)n2Cc2ccccc2)c1	40%	7%	-4%	-3%	10%	0	2%	-13%	-9%
NS(=O)(=O)c1ccc(CCNC(=O)C(=O)NCC2OCCN2C(=O)c2ccc3c(c2)OCO3)cc1 (stereo not given)	18%	0%	-6%	11%	57%[activator]	-3	1%	-8%	-8%
Brc1ccc2[nH]c3nc(SCCN4CCOCC4)nnc3c2c1	31%	?	1%	-2%&-3%	-7%&93%	-11&1	-11%	-6%	-1%&8%
COc1ccc(C(C[N+](=O)[O-])c2c(-c3ccccc3)cc3ccccn23)c(OC)c1 (stereo not given)	-7%	-17%	5%	?	-3%	8	-9%	-19%	-6%
CCCCNC(=O)C1CCC(CNc2c(N3CCC(C)CC3)c(=O)c2=O)CC1 (stereo not given)	16%	-16%	0%	-1%	25%	-6	-2%	-12%	-2%
CC(C)c1ccc(COC(=O)CN2C(=O)NC3(CCCCC3C)C2=O)cc1 (stereo not given)	/	?	-14%	-3%	37%[activator]	6	/	/	-10%
CC(C)=CCC(C)(C)C1OCCN1C(=O)Nc1ccccc1 (stereo not given)	-1%	-16%	5%	1%	8%	-14	-5%	-23%	-23%
COc1c(C(C)C)oc2cc3oc(=O)ccc3cc12	11%	-16%	3%&0%	0%&3%	5%	-3	-3%&-6%	2%&-6%	0%[60.1 µM]
Cc1ccc(-c2noc(-c3nnn(CC(=O)Nc4ccc(C)c(Cl)c4)c3N)n2)cc1	37%	/	/	/	11%	-7	-8%	3%	-6%
COc1ccc2oc(=O)c(C(=O)N3CCN(c4ccc(C)cc4)CC3)cc2c1	22%	-3%	/	0%	16%	0	-3%	-14%	8%
COc1ccccc1NC(=O)/C=C\C(=O)O	-13%	2%	2%	-2%	1%	1	-4%	-7%	7%[60.1 µM]
CCOc1cc(-c2cc(N)n[nH]2)cc(OCC)c1OCC	-2%	-21%	-4%	-6%	40%[activator]	-2	-4%	?	-1%
Cc1ccc(-c2noc(CN(C(=O)CCCCCN3C(=O)c4ccccc4C3=O)C(C)C)n2)cc1	-22%	-22%	-3%	-5%	5%	-11	-7%	?	-8%
CCCc1cc(=O)oc2cc(C)c(CN3CCCC3)c(O)c12	6.3µM*	22µM*	?	0%	5µM*	1	25µM*	?	20µM*
CCOC(=O)C1(Cc2cccc(Cl)c2)CCCN(C(=O)CCOC)C1 (stereo not given)	-4%	-15%	2%	2%	9%	6	-4%	-8%	2%
Cc1cc(C)c2nc(-c3ccccn3)cc(C(=O)Nc3ccc(S(=O)(=O)Nc4onc(C)c4C)cc3)c2c1	?	8.9µM*	?	-3%	8.9µM*	-7	?	-22%	?
CC1(C)CC(=O)C2=C(C1)NC(=O)CC2c1ccc(N(CCC#N)CCC#N)cc1 (stereo not given)	15%	12%	13%	-3%	3%	2	2%	-3%	-11%
Cc1occc1-c1nnc(SCC(=O)N2CCCC(C)C2)o1 (stereo not given)	/	2%	2%	6%	-4%	-2	/	/	-21%
Cc1ccc(S(=O)(=O)Nc2cccc(S(=O)(=O)N3CCCC3)c2)cc1C	/	-6%	24%	-5%	22%	-1	/	/	1%
Cc1nn(-c2ccc(N3CCCC3)nn2)c(C)c1CCC(=O)N1CCN(c2ccccc2)CC1	27%	-14%	/	-2%	23%	-12	1%	-10%	-3%
CCCCn1nc2cc(C(=O)NC3CCc4ccccc43)ccc2c1OCC (stereo not given)	1%	-22%	-2%	-5%	59%[activator]	0	-10%	6%	-16%
COc1ccc(CN2C(=O)c3ccccc3C2=O)cc1C(=O)Nc1ccccc1N1CCOCC1	14%	1%	-5%	-1%	58%[activator]	-3	-12%	-6%	-6%
Cc1ccccc1-c1noc(-c2ccccc2C(=O)NCC2CCCO2)n1 (stereo not given)	19%	-13%	-10%	4%	43%[activator]	-18&-1	3%	-2%	-6%
Cc1cccc(/C=C2/Sc3ccc(C(=O)NCCCN4CCOCC4)cc3NC2=O)c1	14%	/	-3%	/	/	/	0%	-14%	/
CC(C(=O)N1CCCC1)N1CCN(S(=O)(=O)c2ccc(OC(F)(F)F)cc2)CC1 (stereo not given)	/	-5%	28%	-4%	14%	-5	/	/	-19%
Oc1ccc(Nc2nc(-c3ccccc3)nc3ccccc23)cc1	8%	-9%	-7%	-5%	97%[activator]	-8	-6%	-13%	-5%
Cc1cccc(OCCNC(=O)CSc2ccc(C(F)(F)F)cc2[N+](=O)[O-])c1	3%	-18%	7%	-5%	4%	0	-1%	-12%	-5%
COc1ccccc1CCC(=O)OCC(=O)NC1CCCCC1	13%	-10%	15%	4%	27%	0	1%	?	7%
CC(NS(=O)(=O)c1ccccc1)C(=O)Nc1ccc(S(N)(=O)=O)cc1 (stereo not given)	18%	-19%	-9%	-4%	20%	-1	2%	28%	-6%
CC(=O)c1c[nH]c(C(=O)NCC2CCCO2)c1 (stereo not given)	-16%	-21%	-3%	-2%	17%	-1	0%	-10%	1%
O=C(Cc1c(F)cccc1Cl)OCC(=O)N1CCN(c2ccccc2)CC1	/	-4%	26%	-1%	13%	-5	/	/	-7%

Exported with values under each structure: part of the list above
Results follow in this order: Pol beta inh	Pol eta inh	APE1 inh	GRP78 ERSR act	Pol iota inh	LDHA inh	BLM inh	Anesthetic bind	POLK inh
Cc1ccccc1-c1noc(-c2ccccc2C(=O)NCC2CCCO2)n1 (stereo not given)
→ 19%	-13%	-10%	4%	43%[activator]	-18&-1	3%	-2%	-6%
Cc1cccc(/C=C2/Sc3ccc(C(=O)NCCCN4CCOCC4)cc3NC2=O)c1
→ 14%	/	-3%	/	/	/	0%	-14%	/
CC(C(=O)N1CCCC1)N1CCN(S(=O)(=O)c2ccc(OC(F)(F)F)cc2)CC1 (stereo not given)
→ /	-5%	28%	-4%	14%	-5	/	/	-19%
Oc1ccc(Nc2nc(-c3ccccc3)nc3ccccc23)cc1
→ 8%	-9%	-7%	-5%	97%[activator]	-8	-6%	-13%	-5%
Cc1cccc(OCCNC(=O)CSc2ccc(C(F)(F)F)cc2[N+](=O)[O-])c1
→ 3%	-18%	7%	-5%	4%	0	-1%	-12%	-5%
COc1ccccc1CCC(=O)OCC(=O)NC1CCCCC1
→ 13%	-10%	15%	4%	27%	0	1%	?	7%
CC(NS(=O)(=O)c1ccccc1)C(=O)Nc1ccc(S(N)(=O)=O)cc1 (stereo not given)
→ 18%	-19%	-9%	-4%	20%	-1	2%	28%	-6%
CC(=O)c1c[nH]c(C(=O)NCC2CCCO2)c1 (stereo not given)
→ -16%	-21%	-3%	-2%	17%	-1	0%	-10%	1%
O=C(Cc1c(F)cccc1Cl)OCC(=O)N1CCN(c2ccccc2)CC1
→ /	-4%	26%	-1%	13%	-5	/	/	-7%

(cont.)
SMILES	Pol beta inh	Pol eta inh	APE1 inh	GRP78 ERSR act	Pol iota inh	LDHA inh	BLM inh	Anesthetic bind	POLK inh
CC(=O)Nc1cccc(NC(=O)CSc2ccc(-c3cccnc3)nn2)c1	2.8µM*	?	16%	-2%	14µM*	-11	3%	-4%	89µM*
Cc1ccc(NC(=O)Cn2nc(-c3ccccc3)nc2-c2ccccc2)c(C)c1	2%	-20%	0%	-3%	12%	-10	-2%	-3%	-11%
COc1ccccc1NC(=O)c1c(NC(=O)COc2ccccc2)sc2c1CCCCC2	8%	0%	/	-3%	6%	-4	-5%	-3%	-4%
COC(=O)c1c(C)[nH]c(C(=O)CC#N)c1C	13%	1%	-3%	0%	127%[activator]	-3	6%	-2%	9%
COc1ccc(CCNC(=O)C(=O)NCCOc2ccccc2Cl)cc1OC	14%	-18%	2%	-6%	14%	-3	-2%	-9%	1%
O=C1N=C(N2CCCCC2)S/C1=C\c1ccc(Br)cc1	12%	3%	0%	-3%	2%	-2	-1%	-10%	-4%
